Screens: PubChem BioAssay, several laboratories
sPLA2-III inh: Inhibits HGIII-sPLA2 liposome hydrolysis, primary screen. Q9NZ20. QFRET BODIPY PC-A2 liposome hydrolysis, fluorescence. inhibition, % at 12.2 µM. hit rate 0.56% among 370,000;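 active = inhibition above mean plus 3 SD of compounds lying within the high and low control bounds, cut at about 19% in these data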;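 also: 0% = median of test compound wells and 100% = no enzyme DMSO wells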
NPR1 activator: GC-A (human) enzyme activation; P16066; HEK293 GC-A cells, cGMP TR-FRET, EC30 ANP; 0% at EC30 ANP, 100% saturating ANP; activation, % at 10 µM; hit rate 0.14% among 370,000; AID 1671463; in the data active = activation above about 40%
ASAP1 inh: ASAP1 ArfGAP inhibition. inhibition, % at 16.5 µM. ASAP1-stimulated ARF1 GTP hydrolysis, GDP FP detection. hit rate 0.19% among 360,000. AID 624377. Q9ULH1; in the data active = inhibition above about 25%;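 also: 0% = vehicle with enzyme and substrate and 100% = no enzyme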
ADAM10 inh: ADAM10 inhibition, QFRET primary screen | recombinant ADAM10, EDANS/DABCYL FRET peptide cleavage, 3 h | inhibition, % at 7 µM | hit rate 0.62% among 370,000 | AID 720582;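 active = inhibition above a per-campaign cutoff equal to the mean of compounds falling between control-based bounds plus 3 SD, cut at about 20% in these data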;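 also: 0% = DMSO wells while the 100% control is not disclosed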
GC-B act: GC-B (human) receptor activation. P20594. HEK293-GC-B cells, CNP EC30, cGMP TR-FRET; 0% at EC30 CNP, 100% saturating CNP. activation, % at 10 µM. hit rate 0.11% among 370,000. AID 1920062;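 active = activation at 10 µM reaching about 35% in either raw or pattern-adjusted values, limit read from the data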
Target sequence (P20594 whole entry, looked up): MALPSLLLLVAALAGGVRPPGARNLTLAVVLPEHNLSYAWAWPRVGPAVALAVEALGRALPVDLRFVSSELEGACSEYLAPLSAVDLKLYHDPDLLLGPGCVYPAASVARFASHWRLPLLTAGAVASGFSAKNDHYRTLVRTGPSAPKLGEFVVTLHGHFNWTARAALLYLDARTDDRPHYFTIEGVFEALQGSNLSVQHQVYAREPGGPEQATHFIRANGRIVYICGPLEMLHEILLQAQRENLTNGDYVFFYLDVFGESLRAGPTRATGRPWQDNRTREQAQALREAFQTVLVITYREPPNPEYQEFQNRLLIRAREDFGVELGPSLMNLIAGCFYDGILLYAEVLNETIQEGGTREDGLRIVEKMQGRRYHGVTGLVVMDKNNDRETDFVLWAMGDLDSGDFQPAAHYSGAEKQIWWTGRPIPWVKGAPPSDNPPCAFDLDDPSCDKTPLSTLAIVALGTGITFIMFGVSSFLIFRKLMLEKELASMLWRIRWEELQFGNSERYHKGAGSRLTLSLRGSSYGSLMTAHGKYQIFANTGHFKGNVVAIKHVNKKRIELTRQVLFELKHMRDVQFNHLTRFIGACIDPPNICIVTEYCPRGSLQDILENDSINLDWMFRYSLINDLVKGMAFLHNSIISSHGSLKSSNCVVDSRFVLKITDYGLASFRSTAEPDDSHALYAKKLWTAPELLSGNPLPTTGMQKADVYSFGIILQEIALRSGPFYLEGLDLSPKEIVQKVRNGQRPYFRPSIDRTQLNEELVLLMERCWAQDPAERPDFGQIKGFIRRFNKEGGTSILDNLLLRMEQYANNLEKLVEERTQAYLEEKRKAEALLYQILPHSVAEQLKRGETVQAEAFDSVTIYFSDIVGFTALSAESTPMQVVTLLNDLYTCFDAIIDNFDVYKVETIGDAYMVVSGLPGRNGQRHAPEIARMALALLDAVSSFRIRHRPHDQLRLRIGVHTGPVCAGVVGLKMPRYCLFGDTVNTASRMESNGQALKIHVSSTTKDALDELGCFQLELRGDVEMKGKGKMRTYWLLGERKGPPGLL
GAA850 FXN act: increases GAA850 frataxin promoter reporter activity; activation, % at 6 µM; hit rate 0.56% among 360,000; HEK293 lucGAA850 FXN promoter luciferase reporter, 24 h; percent of 10 µM SAHA response; AID 540364;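 active = activation above the average of all compounds screened plus 3 SD, cutoff fixed separately per campaign, cut at about 7.5% in these data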;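 also: 0% = DMSO wells and 100% = 10 µM SAHA wells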
Tn6 DDE FP: inhibitors of Tn6 peptide binding to human fibrin DD(E); P02675; Fibrin DD(E) TRITC-Tn6 fluorescence polarization displacement; inhibition, % at 8.3 µM; hit rate 0.21% among 370,000; AID 720509;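 active = inhibition above a per-campaign cutoff: mean of compounds within control limits plus 3 SD, cut at about 15% in these data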;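 also: 0% = median of all compound wells on the plate and 100% = blocking peptide control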
ARFGAP1 inh: inhibitors of rat ARFGAP1; Arfgap1-stimulated ARF1 GTP hydrolysis, GDP FP detection; Q62848; inhibition, % at 16.5 µM; hit rate 0.26% among 360,000; AID 651572;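 active = inhibition above a per-plate limit, mean inhibition of low control wells plus 3 SD, cut at about 25% in these data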;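 also: 0% = DMSO wells with enzyme and 100% = wells lacking Arfgap1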
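System: truncated rat Arfgap1 GAP domain / Medium: HEPES-based buffer, pH 7.5 / Also added: N-terminally truncated human ARF1-GTP substrate / Incubation: enzyme reaction 120 min at 25 °C after 20 min preincubation / Measured by: FP of antibody-bound GDP Alexa 633 tracer, ex 620/em 688 nm / Replicates: singlicate, each compound tested once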
rCAG binder: molecules binding r(CAG) RNA repeats. AID 651821. inhibition, % at 3 µM. r(CAG) RNA repeat, TO-PRO-1 dye displacement fluorescence. hit rate 1.3% among 370,000;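 active = inhibition above the plate cutoff, the mean of all test compounds on that plate plus 3 SD, cut at about 35% in these data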;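 also: 0% = DMSO alone and 100% = 100 µM mitoxantrone as full dye displacement; higher means more dye released from RNA so lower well fluorescence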
KLK7 zymogen act: activates the human kallikrein-7 zymogen; P49862; purified proKLK7, EDANS-DABCYL substrate fluorescence; 100% is mature enzyme control, 0% vehicle; activation, % at 7 µM; hit rate 0.9% among 370,000;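 active = activation above the mean of all tested compounds plus 3 SD, computed per campaign excluding outliers beyond control limits, cut at about 13% in these data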
Active calls of the source: *; i = inactive; · = not tested or not shown.

SMILES	sPLA2-III inh	NPR1 activator	ASAP1 inh	ADAM10 inh	GC-B act	GAA850 FXN act	Tn6 DDE FP	ARFGAP1 inh	rCAG binder	KLK7 zymogen act
O=C(Nc1ccc(Oc2ccccc2)cc1)c1ccc2sc([C@H]3C[C@H](O)[C@@H](CO)O3)nc2c1	-37	3	2	16	-3	-4.6	-4	23	5	0.0
CCOCCc1nnc(N)s1	-3	1	-10	-12	2	2.3	-4	-5	1	-0.3
O=C(NC12CC3CC(CC(C3)C1)C2)c1ccc([N+](=O)[O-])cc1	6	1	3	10	1	2.8	0	6	-2	-0.2
CCn1nc(C)c(CN2CCC(C(=O)Nc3cccc(-c4cccc(Cl)c4)c3)CC2)c1C	-14	-4	2	7	0	0.5	1	9	-5	0.6
CC1(C)OC(=O)C(=NNc2ccc(Cl)cc2)C(=O)O1	-1	-3	-3	2	6	-0.2	7	0	-2	0.4
Cc1ccc(S(=O)(=O)NC(CC(C)C)C(=O)Oc2ccc3c4c(c(=O)oc3c2)CCC4)cc1 (stereo not drawn)	-13	6	14	i	0	-3.1	-3	2	0	49*
C[C@@H]1CN([C@H](C)CO)C(=O)CCCn2cc(nn2)CO[C@H]1CN(C)S(=O)(=O)c1ccc(-c2ccccc2)cc1	-16	4	1	4	-4	2.3	3	-18	4	0.1
CN1CCN(c2ccc(C(CC(N)=O)NC(=O)Cc3ccc(Br)cc3)cc2[N+](=O)[O-])CC1 (stereo not drawn)	4	3	9	-8	-2	-1.5	6	5	-3	-0.8
C=C1C(=O)CC2=C1[C@](Cc1ccc(F)cc1)(C(=O)OC)N(C(=O)c1ccccc1)C2	5	1	-4	-25	-1	·	-5	-3	11	0.5
Cc1cccc(N=Nc2c(C)[nH]n(C(N)=S)c2=O)c1C	-13	-2	6	1	-2	·	-4	4	11	0.4
COc1ccc(OC)c(N2C(=O)CCCC2=O)c1	6	2	-5	-3	6	0.4	-6	8	-5	-0.1
O=C(N/N=C/c1cccnc1)c1cc(-c2ccc(Br)cc2)nc2ccccc12	-10	-2	3	9	-6	-3.1	-4	11	12	-0.8
Cc1cc(N2CCN(C(=O)OC(C)(C)C)CC2)n2ncnc2n1	2	2	-13	5	-5	-0.4	0	-4	-6	1.2
CCN1CCS/C1=C\C=C\C1=[N+](CC)CCS1	0	-11	-9	2	-10	-7.5	5	8	2	-0.6
CC1=NN(Cc2ccccc2)C(=O)C1C(c1ccncc1)C(C#N)C#N (stereo not drawn)	1	3	-2	-4	0	-0.8	-4	-3	2	0.2

Some of the entries above, reformatted.
| SMILES | sPLA2-III inh | NPR1 activator | ASAP1 inh | ADAM10 inh | GC-B act | GAA850 FXN act | Tn6 DDE FP | ARFGAP1 inh | rCAG binder | KLK7 zymogen act |
| --- | --- | --- | --- | --- | --- | --- | --- | --- | --- | --- |
| Cc1cccc(N=Nc2c(C)[nH]n(C(N)=S)c2=O)c1C | -13 | -2 | 6 | 1 | -2 | · | -4 | 4 | 11 | 0.4 |
| COc1ccc(OC)c(N2C(=O)CCCC2=O)c1 | 6 | 2 | -5 | -3 | 6 | 0.4 | -6 | 8 | -5 | -0.1 |
| O=C(N/N=C/c1cccnc1)c1cc(-c2ccc(Br)cc2)nc2ccccc12 | -10 | -2 | 3 | 9 | -6 | -3.1 | -4 | 11 | 12 | -0.8 |
| Cc1cc(N2CCN(C(=O)OC(C)(C)C)CC2)n2ncnc2n1 | 2 | 2 | -13 | 5 | -5 | -0.4 | 0 | -4 | -6 | 1.2 |

Looked up one by one from the entries so far:
SMILES	sPLA2-III inh	NPR1 activator	ASAP1 inh	ADAM10 inh	GC-B act	GAA850 FXN act	Tn6 DDE FP	ARFGAP1 inh	rCAG binder	KLK7 zymogen act
Cc1ccc(S(=O)(=O)NC(CC(C)C)C(=O)Oc2ccc3c4c(c(=O)oc3c2)CCC4)cc1 (stereo not drawn)	-13	6	14	i	0	-3.1	-3	2	0	49*
CCOCCc1nnc(N)s1	-3	1	-10	-12	2	2.3	-4	-5	1	-0.3
CN1CCN(c2ccc(C(CC(N)=O)NC(=O)Cc3ccc(Br)cc3)cc2[N+](=O)[O-])CC1 (stereo not drawn)	4	3	9	-8	-2	-1.5	6	5	-3	-0.8
COc1ccc(OC)c(N2C(=O)CCCC2=O)c1	6	2	-5	-3	6	0.4	-6	8	-5	-0.1

Other compounds:
SMILES	sPLA2-III inh	NPR1 activator	ASAP1 inh	ADAM10 inh	GC-B act	GAA850 FXN act	Tn6 DDE FP	ARFGAP1 inh	rCAG binder	KLK7 zymogen act
COc1ccc(CCNC(=O)c2cc(-c3cc(Cl)cc(Cl)c3)oc2C)cc1	-3	0	-17	1	-6	-0.1	8	-12	0	-0.4
Cc1ccc(-c2cc(NC(=O)c3ccccc3)on2)cc1	-11	-2	1	-10	-5	6.2	0	8	4	0.5
COc1ccc(CNc2oc(COc3ccc(Cl)cc3)nc2C#N)cc1	-26	2	2	18	3	-1.4	-5	5	2	0.4
Cc1cccc(OCC(O)CNC(=O)c2ccccc2C(=O)O)c1 (stereo not drawn)	2	-2	0	0	5	-1.4	-5	5	-2	0.4
CCOc1ncccc1C(=O)OCC(=O)Nc1cccc(S(N)(=O)=O)c1	5	0	-10	13	-3	1.0	2	-13	5	-0.7
COc1cc(NC(=O)COc2ccc([N+](=O)[O-])cc2)ccc1NC(=O)c1ccco1	13	-2	12	-3	-1	0.6	-6	58*	10	-0.3
Cc1ccc(S(=O)(=O)Nc2c(C)n(C)n(-c3ccccc3)c2=O)cc1C(=O)OC(C)C(=O)c1ccccc1 (stereo not drawn)	-38	17	-10	0	-1	-3.4	-9	-4	6	0.0
O=C(NNC1=NCCCCC1)c1ccccc1	9	2	-5	-4	5	0.0	-1	5	10	0.2
CC(C)c1ccc(-c2nnn(Cc3nc4ccccc4s3)n2)cc1	1	-1	-13	-3	-8	0.4	0	2	-1	-0.6
CCOc1ccc(NC(=O)/C(C#N)=C\c2ccc(N3CCCC3)c(C)c2)cc1	0	-19	-9	-2	-6	-1.2	5	0	7	0.0
CCOC(=O)C1(CCCc2ccccc2)CCN(C(=O)c2cc(C)nn2CC)CC1	-4	3	3	1	1	-0.9	-2	0	-7	-0.3
Cn1cccc1/C=N/NC(=O)CNc1ccc2ccccc2c1	-13	-5	-1	-39	0	0.6	2	-1	11	0.2
CNC(=O)C(=O)NCC1OCCN1S(=O)(=O)c1ccc2c(c1)OCCO2 (stereo not drawn)	7	-2	-5	-9	6	2.3	0	-2	3	0.8
Cc1cc(=O)[nH]c(SCC(=O)N2c3ccccc3CC2C)n1 (stereo not drawn)	-2	2	0	-3	2	1.9	9	2	1	0.0
CCOc1ccc(Oc2c(Cl)cnn(-c3ccc(C)cc3)c2=O)cc1	8	5	·	0	-6	·	4	·	·	·

Sorted by the number under sPLA2-III inh (largest number first): three of the compounds above
SMILES | sPLA2-III inh
Cc1cc(=O)[nH]c(SCC(=O)N2c3ccccc3CC2C)n1 (stereo not drawn) | -2
Cn1cccc1/C=N/NC(=O)CNc1ccc2ccccc2c1 | -13
O=C(Nc1ccc(Oc2ccccc2)cc1)c1ccc2sc([C@H]3C[C@H](O)[C@@H](CO)O3)nc2c1 | -37

Further compounds follow.
SMILES	sPLA2-III inh	NPR1 activator	ASAP1 inh	ADAM10 inh	GC-B act	GAA850 FXN act	Tn6 DDE FP	ARFGAP1 inh	rCAG binder	KLK7 zymogen act
Cc1cccc(C)c1NC(=O)CS(=O)CC(=O)N1CCN(c2ccccc2)CC1 (stereo not drawn)	4	-3	-5	1	-2	0.3	-1	1	-1	-0.3
COc1ccc(OC)c(-c2csc(NC(=O)CSc3nnnn3C)n2)c1	-6	1	-5	5	-2	0.8	3	10	6	0.0
Cc1ccc(NC(=O)CN2C(=O)CCS(=O)(=O)c3ccccc32)cc1Cl	4	-2	-2	2	3	2.9	0	-4	5	0.1
Cc1ccc(S(=O)(=O)N2CC=C(C(=O)NCc3ccc(F)cc3)CC2)cc1	-2	-2	-12	-10	1	-0.2	4	-2	4	0.2
COc1ccc(/C=C2\SC(=S)N(CCCC(=O)NC3CCCC3)C2=O)cc1OC	-7	-2	-23	5	-7	-3.7	-5	25*	4	-0.2
CCCCCCSc1cc(-c2nc3ccc(C)cn3c2NCCCC)ccc1OC	0	9	-3	-139	-1	2.2	7	-6	-1	-13
CC(NC(=O)[C@H](C)NC(=O)[C@@H]1CSC2c3ccccc3C(=O)N21)c1ccccc1 (stereo partly drawn)	-7	4	5	-3	2	-0.2	-2	-2	-1	1.0
COc1ccc(C(C)(O)c2nc(-c3ccccc3)cs2)cc1 (stereo not drawn)	-17	0	-1	-1	0	-2.0	5	11	1	0.1
CC(=O)Nc1ccc(N2C(=O)CC(Sc3nc4ccccc4s3)C2=O)cc1 (stereo not drawn)	-8	-2	11	2	1	2.5	-7	-2	-4	0.1
O=C(Nc1cccc(-c2csc(Nc3ccccc3)n2)c1)c1cc([N+](=O)[O-])cc(C(F)(F)F)c1	-2	-1	15	1	4	-1.8	-6	16	18	-0.4
